SR-BI DiI inh: inhibitors of mouse SR-BI mediated HDL lipid uptake | ldlA[mSR-BI] CHO cells, DiI-HDL uptake fluorescence, 3 h | inhibition, % at 12.5 µM | Q61009 | AID 488896 | 0.96% of 320,000 active;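 active = mean replicate inhibition of at least 70% and a set share of replicates each scoring 70 or more; inconclusive = meets just one of the two criteria; inactive = fails both criteria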;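 note: 0% = median of neutral control wells and 100% = median of positive control wells; values of inactives mirror those of a sister screen read the other way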
SR-BI DiI-HDL act: activators of SR-BI mediated HDL lipid uptake; CHO ldlA[mSR-BI] cells, DiI-HDL uptake fluorescence, 3 h; 100 = double the neutral-control signal; activation, % at 12.5 µM; 0.096% of 320,000 active;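 active = mean replicate activation of at least 60% and every replicate at or above 60%; inconclusive = mean or all-replicate condition met, but not both; inactive = mean below 60% and not all replicates reaching 60%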;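 note: 0% = median plate neutral-control signal and 100% = twice that signal; values of inactives mirror those of a sister screen read the other way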
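system = CHO ldlA[mSR-BI] cells, LDL receptor-null, SR-BI overexpressing | medium = Ham's F12 with 0.5% BSA, HEPES 25 mM, pH 7.4 | probe or stimulus = DiI-HDL 10 µg/mL | compound dosing = single-point compound dose | incubation = compound exposure 3 h, 37 °C | technique = DiI fluorescence, bottom read | read-out = cell-associated DiI fluorescence as measure of HDL uptake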
HTR5A ag ctr: activates human HTR5A in OPRM1-OPRD1 agonist counter-screen. activation, % at 9.3 µM. HTR5A agonist assay, luminescence, cell-based. 0.61% of 340,000 active. AID 504692. P47898; in the data active = activation mostly above about 9.5%, no sharp cut-off; inactive = mostly below about 7.6%;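 note: 0% = cells with vehicle only and 100% = reference agonist; strong numbers were not always called active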
dFosB act: mouse delta FosB homodimer activation; AID 493131; 0.99% of 340,000 active; P13346; activation, % at 25 µM; purified delta FosB, TAMRA-CDK5 oligo fluorescence polarization; percent of positive-control signal above neutral wells;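 active = mean activation above about 17%, with every replicate also reaching it, limit read from the data, passing the limit was not always enough; inconclusive = only one of the two conditions met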;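 note: fluorescence polarization rise as delta FosB binds a TAMRA Cdk5 AP-1 oligo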
PvdQ acylase: P. aeruginosa PvdQ acylase inhibition; 0.063% of 340,000 active; purified PvdQ acylase, fluorescence plate reader; inhibition, % at 10 µM; AID 488965; in the data active = inhibition above about 30%, passing the limit was not always enough; inconclusive = no clear call, values can overlap the other calls;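 note: 0% = vehicle neutral wells and 100% = reference inhibitor wells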
CDK5 inh: CDK5/p35 (human) kinase inhibition; Q00535+Q15078; Recombinant CDK5/p35, ADP-Glo luminescence, 60 min; inhibition, % at 10 µM; 0.01% of 330,000 active;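 active = highest replicate inhibition of at least 50% and at least 75% of replicates reaching 50%; inconclusive = only one of the two criteria met; inactive = both criteria failed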;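 note: plate controls were DMSO neutral control for no effect and GW8510 at 10 µM for full effect; many of its hits are not listed in these tables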
Target sequence (Q00535 whole entry, looked up): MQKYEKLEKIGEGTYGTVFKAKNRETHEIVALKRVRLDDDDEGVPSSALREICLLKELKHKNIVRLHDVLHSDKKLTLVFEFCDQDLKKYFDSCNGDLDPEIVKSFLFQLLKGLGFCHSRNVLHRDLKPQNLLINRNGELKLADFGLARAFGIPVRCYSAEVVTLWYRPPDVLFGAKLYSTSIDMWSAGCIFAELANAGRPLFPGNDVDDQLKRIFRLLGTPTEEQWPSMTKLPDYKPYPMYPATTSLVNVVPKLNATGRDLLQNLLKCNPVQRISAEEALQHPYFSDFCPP
Target sequence (Q15078 whole entry, looked up): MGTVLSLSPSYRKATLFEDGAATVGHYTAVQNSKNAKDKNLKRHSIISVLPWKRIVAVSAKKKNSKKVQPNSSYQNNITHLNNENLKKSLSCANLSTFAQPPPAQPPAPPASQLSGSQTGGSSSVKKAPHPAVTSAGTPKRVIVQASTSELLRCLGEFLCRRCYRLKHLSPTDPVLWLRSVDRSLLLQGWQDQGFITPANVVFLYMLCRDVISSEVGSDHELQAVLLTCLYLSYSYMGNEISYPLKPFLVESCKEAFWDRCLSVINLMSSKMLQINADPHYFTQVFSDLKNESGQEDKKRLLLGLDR
Wnt bcat act: Wnt/beta-catenin pathway activation; AID 743398; Wnt/beta-catenin reporter cell assay, activator, plate reader; activation, % at 9.35 µM; 1.2% of 300,000 active; in the data active = activation above about 30%, passing the limit was not always enough; inconclusive = no clear call, values can overlap the other calls;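 note: 0% = neutral control wells and 100% = positive control wells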
MITF TRPM1 HTS: MITF TRPM1 promoter activation in melanoma cells | SK-MEL-5 TRPM1-promoter luciferase, 24 h; % of positive control, neutral wells = 0 | activation, % at 12.5 µM | 0.75% of 300,000 active | AID 588334;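 active = mean activation of at least 80% with every replicate also reaching 80%; inconclusive = mean reaches 80% but some replicate falls short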;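 note: 0% = neutral control wells and 100% = parthenolide positive control wells; values of inactives mirror those of a sister screen read the other way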
Rtt109 Vps75: C. albicans Rtt109 histone acetyltransferase inhibition. AID 540336. inhibition, % at 34.9 µM. Q5AAJ8. 0.16% of 330,000 active. purified Rtt109/Vps75, ThioGlo CoA-SH fluorescence, 4 h;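 active = inhibition of at least 50% in every replicate; inconclusive = best replicate reaches 50% inhibition but some replicates fall short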
Target sequence (Q5AAJ8 whole entry, looked up): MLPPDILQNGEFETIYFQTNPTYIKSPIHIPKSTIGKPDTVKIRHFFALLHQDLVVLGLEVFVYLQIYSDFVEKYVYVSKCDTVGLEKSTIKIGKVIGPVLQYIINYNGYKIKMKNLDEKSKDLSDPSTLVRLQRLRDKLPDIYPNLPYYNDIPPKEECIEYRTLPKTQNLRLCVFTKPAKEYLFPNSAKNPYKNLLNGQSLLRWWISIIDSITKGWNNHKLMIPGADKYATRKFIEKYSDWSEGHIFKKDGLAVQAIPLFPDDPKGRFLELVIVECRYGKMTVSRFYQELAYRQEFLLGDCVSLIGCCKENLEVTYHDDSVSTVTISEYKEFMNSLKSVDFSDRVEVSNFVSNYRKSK
cardiac RTF act: cardiac RTF calcium sensitization; P19429+P45379; 0.24% of 340,000 active; activation, % at 7.2 µM; IANBD-labeled TnC RTF fluorescence at EC20 calcium; 0% EC20 calcium, 100% full calcium;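 active = activation above the mean over all tested compounds plus 3 SD, cut at about 30% in these data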;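 note: rise in fluorescence read as greater calcium sensitivity of cardiac thin filaments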
* = called active by the depositor.

Results for O=C(CSc1nc2ccccc2c(=O)n1CC1CCCO1)NCc1ccc2c(c1)OCO2 (stereo unspecified) ?
SR-BI DiI inh: -14; SR-BI DiI-HDL act: 14; HTR5A ag ctr: -2; dFosB act: -2; PvdQ acylase: 12; CDK5 inh: 0.7; Wnt bcat act: 0; MITF TRPM1 HTS: -1; Rtt109 Vps75: 3; cardiac RTF act: 1

Results for COC(=O)C(C(=O)Nc1ncccn1)C1CCCCCC1 (stereo unspecified) ?
SR-BI DiI inh: -6; SR-BI DiI-HDL act: 6; HTR5A ag ctr: -8; dFosB act: 0; PvdQ acylase: -17; CDK5 inh: 0.1; MITF TRPM1 HTS: -2; Rtt109 Vps75: -4; cardiac RTF act: -5

How did CC(C)c1ccc(NC(=O)NC2CCN(CC(=O)Nc3cccc4ccccc34)CC2)cc1 do in these assays?
SR-BI DiI inh: 37; SR-BI DiI-HDL act: -37; HTR5A ag ctr: 2; dFosB act: 3; PvdQ acylase: 0; CDK5 inh: -0.4; Wnt bcat act: -2; MITF TRPM1 HTS: -7; Rtt109 Vps75: 3; cardiac RTF act: 0

How did CC(C)/C=C/C(=O)N1CCC(N2CCC(C(=O)NCc3ccccn3)CC2)CC1 do in these assays?
SR-BI DiI inh: -3; SR-BI DiI-HDL act: 3; HTR5A ag ctr: 0; dFosB act: -2; PvdQ acylase: -17; CDK5 inh: -0.7; Wnt bcat act: 5; MITF TRPM1 HTS: 19; Rtt109 Vps75: -8; cardiac RTF act: -4

Results for COc1ccc(NC(=O)COC(=O)C2CC(=O)N(c3ccc(OC(C)C)cc3)C2)cc1 (stereo unspecified) ?
HTR5A ag ctr: 2; dFosB act: -3; PvdQ acylase: -11; CDK5 inh: 0.5; Wnt bcat act: -1; MITF TRPM1 HTS: -5; Rtt109 Vps75: -15; cardiac RTF act: -2

Results for C=Cn1cc[n+](CC(=O)c2ccc(Cl)c(Cl)c2)c1 ?
SR-BI DiI inh: 14; SR-BI DiI-HDL act: -14; HTR5A ag ctr: 6; dFosB act: -4; PvdQ acylase: -18; CDK5 inh: 2.6; Wnt bcat act: 1; MITF TRPM1 HTS: 9; Rtt109 Vps75: -2; cardiac RTF act: 0

How did COc1ccccc1C(=O)NC(=O)Nc1nc(-c2ccccc2)cc(C(F)(F)F)n1 do in these assays?
SR-BI DiI inh: 34; SR-BI DiI-HDL act: -34; HTR5A ag ctr: 3; dFosB act: -9; PvdQ acylase: -10; CDK5 inh: 0.1; Wnt bcat act: -2; MITF TRPM1 HTS: -5; Rtt109 Vps75: -5; cardiac RTF act: -2

What do the screens show for `Cc1cc(C)n2nc(SCC(=O)Nc3c(C)nn(-c4ccccc4)c3C)nc2n1`?
SR-BI DiI inh: 15; SR-BI DiI-HDL act: -15; HTR5A ag ctr: 8; dFosB act: -2; PvdQ acylase: 9; CDK5 inh: -1.2; Wnt bcat act: 0; Rtt109 Vps75: -9; cardiac RTF act: 3

How did CC(=O)/C=C(\C)Nc1c(C)n(C)n(-c2ccccc2)c1=O do in these assays?
SR-BI DiI inh: -17; SR-BI DiI-HDL act: 17; HTR5A ag ctr: -2; dFosB act: -3; PvdQ acylase: 0; CDK5 inh: -0.8; Wnt bcat act: -1; MITF TRPM1 HTS: 10; Rtt109 Vps75: 8; cardiac RTF act: -2

What do the screens show for `CC(=O)c1ccccc1C(=O)N(C)C1CCCN(Cc2ccccc2F)C1` (stereo unspecified)?
SR-BI DiI inh: -21; SR-BI DiI-HDL act: 21; HTR5A ag ctr: 4; dFosB act: -5; PvdQ acylase: 11; CDK5 inh: 0.2; Wnt bcat act: 0; MITF TRPM1 HTS: -7; Rtt109 Vps75: 20; cardiac RTF act: 2

What do the screens show for `O=C(Nc1ccc(N2C(=O)c3cccc4cccc(c34)C2=O)cc1)c1ccc(N2CCCCC2)c([N+](=O)[O-])c1`?
SR-BI DiI inh: 59; SR-BI DiI-HDL act: -59; HTR5A ag ctr: 3; dFosB act: 7; PvdQ acylase: 16; CDK5 inh: 0.8; MITF TRPM1 HTS: -1; Rtt109 Vps75: 4; cardiac RTF act: -4

Results for CC(=O)Nc1cc(NC(C)=O)ncn1 ?
SR-BI DiI inh: 4; SR-BI DiI-HDL act: -4; HTR5A ag ctr: 0; dFosB act: -3; PvdQ acylase: 3; CDK5 inh: 5.0; Wnt bcat act: 2; MITF TRPM1 HTS: 1; Rtt109 Vps75: -4; cardiac RTF act: 0

How did CN(CC(=O)NCCc1ccccc1)CC(=O)Nc1cccc(F)c1 do in these assays?
SR-BI DiI inh: -28; SR-BI DiI-HDL act: 28; HTR5A ag ctr: -6; dFosB act: -7; PvdQ acylase: -10; CDK5 inh: 0.2; Wnt bcat act: -1; MITF TRPM1 HTS: 7; Rtt109 Vps75: 2; cardiac RTF act: 5

What do the screens show for `CC(=O)Nc1ccc(SCCC2CCCCN2C)cc1` (stereo unspecified)?
HTR5A ag ctr: -2; dFosB act: 2; PvdQ acylase: 11; CDK5 inh: -3.1; Wnt bcat act: 0; MITF TRPM1 HTS: 2; Rtt109 Vps75: 8; cardiac RTF act: -5

Results for c1nc(Nc2ccc(N3CCOCC3)cc2)c2ccsc2n1 ?
SR-BI DiI inh: 5; SR-BI DiI-HDL act: -5; HTR5A ag ctr: 2; dFosB act: -7; PvdQ acylase: -6; CDK5 inh: 1.4; Wnt bcat act: 19; MITF TRPM1 HTS: 65; Rtt109 Vps75: 5; cardiac RTF act: 4

Results for O=C(/C=C/c1c(F)cccc1Cl)N1CCOCC1 ?
SR-BI DiI inh: -12; SR-BI DiI-HDL act: 12; HTR5A ag ctr: -2; dFosB act: -7; PvdQ acylase: -9; CDK5 inh: 0.8; Wnt bcat act: 9; MITF TRPM1 HTS: 40; Rtt109 Vps75: -1; cardiac RTF act: 2

What do the screens show for `CC(C)(C)c1cc(CCC(=O)NNC(=O)c2ccco2)cc(C(C)(C)C)c1O`?
SR-BI DiI inh: -7; SR-BI DiI-HDL act: 7; HTR5A ag ctr: 4; dFosB act: -6; PvdQ acylase: -8; CDK5 inh: -2.4; Wnt bcat act: -1; MITF TRPM1 HTS: 1; Rtt109 Vps75: 2; cardiac RTF act: 2

What do the screens show for `Cc1ccc(CNS(=O)(=O)c2ccc(C)s2)cc1`?
SR-BI DiI inh: -15; SR-BI DiI-HDL act: 15; HTR5A ag ctr: -3; dFosB act: -1; PvdQ acylase: 0; CDK5 inh: 0.2; Wnt bcat act: -3; MITF TRPM1 HTS: 15; Rtt109 Vps75: -1; cardiac RTF act: -3

What do the screens show for `CS(=O)(=O)C1=NN2C(=N)/C(=C\c3ccc(OCCOc4ccccc4)cc3)C(=O)N=C2S1`?
SR-BI DiI inh: 0; SR-BI DiI-HDL act: 0; HTR5A ag ctr: 8; dFosB act: 4; PvdQ acylase: -10; CDK5 inh: -1.0; MITF TRPM1 HTS: 40; Rtt109 Vps75: 3; cardiac RTF act: 0

What do the screens show for `CCOC(=O)c1nnc2c(Br)c(-c3ccccc3)nn2c1C`?
SR-BI DiI inh: -13; SR-BI DiI-HDL act: 13; HTR5A ag ctr: 0; dFosB act: -8; PvdQ acylase: 4; CDK5 inh: 0.3; Wnt bcat act: -4; Rtt109 Vps75: -1; cardiac RTF act: -2

How did CCN(CC)CC#CCC(O)(c1ccccc1)c1ccc(Br)cc1 (stereo unspecified) do in these assays?
SR-BI DiI inh: -7; SR-BI DiI-HDL act: 7; HTR5A ag ctr: -5; dFosB act: -3; PvdQ acylase: -11; CDK5 inh: 3.0; Wnt bcat act: -1; MITF TRPM1 HTS: -1; Rtt109 Vps75: 5; cardiac RTF act: -3

What do the screens show for `O=C(CN1CCN(S(=O)(=O)c2ccc(Br)cc2)CC1)Nc1ccccc1C(=O)c1ccccc1`?
SR-BI DiI inh: 2; SR-BI DiI-HDL act: -2; HTR5A ag ctr: -1; dFosB act: -12; PvdQ acylase: 13; CDK5 inh: -0.2; MITF TRPM1 HTS: -1; Rtt109 Vps75: -1; cardiac RTF act: 4

How did CC(C)CCOc1ccc(C(=O)N2CCN(c3ncccn3)CC2)cc1 do in these assays?
SR-BI DiI inh: -22; SR-BI DiI-HDL act: 22; HTR5A ag ctr: 5; dFosB act: 3; PvdQ acylase: 8; CDK5 inh: 1.0; Wnt bcat act: 1; MITF TRPM1 HTS: 11; Rtt109 Vps75: 15; cardiac RTF act: -7

Results for Cc1ccc(NCc2nnc3n2CCCCC3)c(C)c1 ?
SR-BI DiI inh: 7; SR-BI DiI-HDL act: -7; HTR5A ag ctr: 4; dFosB act: -5; PvdQ acylase: -3; CDK5 inh: -0.9; Wnt bcat act: -2; MITF TRPM1 HTS: -3; Rtt109 Vps75: 1; cardiac RTF act: -3

What do the screens show for `C[C@@H]1C=C[C@](Cc2ccccc2)(C(=O)NCC2CC2)N1C(=O)c1ccccc1`?
SR-BI DiI inh: -18; SR-BI DiI-HDL act: 18; HTR5A ag ctr: -1; dFosB act: -10; PvdQ acylase: -13; CDK5 inh: 0.9; Wnt bcat act: 1; MITF TRPM1 HTS: 37; Rtt109 Vps75: -2; cardiac RTF act: 3

How did CCN(CC)C(=O)CP(=O)(c1ccccc1)c1ccccc1 do in these assays?
SR-BI DiI inh: 1; SR-BI DiI-HDL act: -1; HTR5A ag ctr: 4; dFosB act: -2; PvdQ acylase: -7; CDK5 inh: 0.2; Wnt bcat act: -2; Rtt109 Vps75: -18; cardiac RTF act: -8

Results for O=C(Nc1ccccc1C(=O)NCc1ccco1)Nc1cccc2ccccc12 ?
SR-BI DiI inh: 36; SR-BI DiI-HDL act: -36; HTR5A ag ctr: 1; dFosB act: inconclusive; PvdQ acylase: -4; CDK5 inh: 0.3; Wnt bcat act: -1; MITF TRPM1 HTS: -1; Rtt109 Vps75: 6; cardiac RTF act: -2

What do the screens show for `O=C(CCNC(=O)N1CC(=O)Nc2ccccc21)NCc1cccc(Cl)c1`?
SR-BI DiI inh: 40; SR-BI DiI-HDL act: -40; HTR5A ag ctr: -1; dFosB act: -1; PvdQ acylase: 2; CDK5 inh: -1.1; Wnt bcat act: 0; MITF TRPM1 HTS: 4; Rtt109 Vps75: -6; cardiac RTF act: 1

Results for Cc1ccc(N(C(=O)c2cccs2)C2C=CS(=O)(=O)C2)cc1 (stereo unspecified) ?
SR-BI DiI inh: -16; SR-BI DiI-HDL act: 16; HTR5A ag ctr: 1; dFosB act: 2; PvdQ acylase: -18; CDK5 inh: 0.7; Wnt bcat act: -1; MITF TRPM1 HTS: 11; Rtt109 Vps75: -10; cardiac RTF act: 2
